Screens from PubChem.
BAZ2B block: blocks human BAZ2B; 4.4% of 360,000 active; AlphaScreen BAZ2B-H3K14Ac peptide displacement; Potency, µM (titrated, usually from 114 µM), without a hit: top-dose activity change, negative = inhibition, hits mostly inhibitors; Q9UIF8; also: potency is read from the fitted curve at half-maximal effect; % is scaled to controls: 0 for no effect and ±100 for the full control effect; nearly all actives have a fitted effect of over 60% in size
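AlphaScreen displacement: compounds (up to 110uM) incubated 30 min at room temperature with a preformed 50 nM BAZ2B/50 nM biotinylated H3K14Ac peptide complex in PBS pH 7.4 with Tween-20. Donor and acceptor beads at 10 ug/mL final added, 20 min light-protected before reading.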
HP1b chromo inh: blocks HP1-beta chromodomain binding to methylated histone tails | AlphaScreen HP1-beta / biotin-H3K9me3 peptide binding | Potency, µM (titrated, usually from 114 µM), inactives show top-dose activity change, negative = inhibition, hits mostly inhibitors | 0.56% of 390,000 active | AID 540317; also: potency is read from the fitted curve at half-maximal effect; nearly all actives have a fitted effect of over 70% in size; inactives centre near 23
Target sequence (P83916 whole entry, looked up): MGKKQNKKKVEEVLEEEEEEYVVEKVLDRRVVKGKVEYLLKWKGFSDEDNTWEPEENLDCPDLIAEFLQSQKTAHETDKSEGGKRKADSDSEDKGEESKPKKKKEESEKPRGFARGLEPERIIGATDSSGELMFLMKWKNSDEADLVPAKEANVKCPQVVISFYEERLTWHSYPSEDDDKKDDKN
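AlphaScreen: HP1-beta (50 nM) preformed 30 min with biotin-H3(1-18)K9me3 peptide (50 nM) in PBS pH 7.4, 0.01% Tween-20. Compound added for 30 min at RT, then streptavidin donor/nickel chelate acceptor beads (10 ug/mL) for 30 min.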
G9a block: inhibitors of human histone lysine methyltransferase G9a; Q96KQ7; Potency, µM (titrated, usually from 102 µM), inactives show top-dose activity, negative = inhibition, hits mostly inhibitors; G9a H3K9 monomethylation, AlphaScreen, 2 h; AID 504332; 8.8% of 350,000 active; also: potency is read from the fitted curve at half-maximal effect; % is scaled to controls: 0 for no effect and ±100 for the full control effect; nearly all actives have a fitted effect of over 75% in size
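AlphaScreen read-out: biotin-H3K9 peptide (500 nM) methylation by 20 nM enzyme with 20 uM SAM, 2 h at room temperature after 15 min compound preincubation; anti-monomethyl H3K9 antibody plus donor/acceptor beads, 10 min dark.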
GLS inh: blocks human kidney-isoform glutaminase activity; O94925; GLS enzymatic activity, qHTS titration; Potency, µM (series often up to 45.5 µM), inactives show at the top dose activity change, negative = inhibition, most hits filed as inhibitors; 0.21% of 410,000 active; also: potency is read from the fitted curve at half-maximal effect; % is scaled to controls: 0 for no effect and ±100 for the full control effect
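Enzyme dispensed in phosphate buffer (45 mM, pH 8.2, 0.02% Tween-20), compounds pinned in, then 1 mM L-glutamine solution and the glutamate oxidase–HRP–Amplex Red mix added; fluorescence read immediately and again after 30 min at room temperature.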
POLH inh: blocks human DNA polymerase eta activity. recombinant Pol eta, fluorescent DNA replication assay. Potency, µM (titrated, usually from 114 µM), for inactives: top-dose activity change, negative = inhibition, usual class: inhibitors. 1.2% of 390,000 active. AID 588591; also: potency is read from the fitted curve at half-maximal effect; % is scaled to controls: 0 for no effect and ±100 for the full control effect
Target sequence (Q9Y253 whole entry, looked up): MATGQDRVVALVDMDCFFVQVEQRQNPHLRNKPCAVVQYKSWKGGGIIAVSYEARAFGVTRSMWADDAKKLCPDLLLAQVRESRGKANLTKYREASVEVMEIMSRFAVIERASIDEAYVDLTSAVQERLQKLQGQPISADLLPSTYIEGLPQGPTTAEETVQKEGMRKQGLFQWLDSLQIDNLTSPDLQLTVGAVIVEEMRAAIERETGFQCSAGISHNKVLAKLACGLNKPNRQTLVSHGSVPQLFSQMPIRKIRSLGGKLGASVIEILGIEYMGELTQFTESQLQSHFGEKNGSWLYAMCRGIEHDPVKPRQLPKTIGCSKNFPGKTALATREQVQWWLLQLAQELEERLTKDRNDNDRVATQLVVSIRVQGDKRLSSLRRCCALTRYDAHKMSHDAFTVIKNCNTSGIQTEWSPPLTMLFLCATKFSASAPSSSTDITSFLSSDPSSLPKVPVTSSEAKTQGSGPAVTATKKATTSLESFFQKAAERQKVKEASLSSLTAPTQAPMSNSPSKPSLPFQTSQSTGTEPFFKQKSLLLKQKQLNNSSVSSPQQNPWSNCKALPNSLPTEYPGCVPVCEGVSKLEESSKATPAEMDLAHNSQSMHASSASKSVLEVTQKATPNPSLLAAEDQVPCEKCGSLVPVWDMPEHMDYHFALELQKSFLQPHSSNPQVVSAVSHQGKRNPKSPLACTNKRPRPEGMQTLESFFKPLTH
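Fluorescent replication assay: 50 nM final substrate added after a 15 min room-temperature compound preincubation with 10 nM enzyme. Signal taken at 0 min and again at 10 min.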
PI4K2A block: PI4K2A (human) kinase inhibition. Q9BTU6. 0.13% of 420,000 active. purified PI4K2A, ADP-Glo luminescence, 1 h; stronger effect = lower value. activity change, negative = inhibition, % at 76.9 µM. AID 1346378; in the data active = activity change below about -50%; inconclusive = mostly about -30% to -49%;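 also: -100% = wells without enzyme as full effect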
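PI4K2A activity was measured by ADP-Glo luminescence: enzyme (4 ug/mL stock) and phosphatidylinositol (1.2 mM stock) in Tris pH 7.5/MgCl2/EGTA/Triton X-100 buffer were reacted with ATP (300 microM stock) for one hour at ambient temperature.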
Pin1 inhibitor: blocks the human prolyl isomerase Pin1. Pin1 FP peptide displacement, HiFluor488, 10 min. Potency, µM (highest dose often 115 µM), inactives show top-dose activity, negative = inhibition, usual class: inhibitors. AID 504891. 0.009% of 390,000 active; active = well fitted inhibition curve with a large enough effect in the polarisation, with a control signal flat, not every such curve was filed as active; inconclusive = small, poorly fitted or top-dose-only effect, or effect the other way, or a change in a side signal; inactive = no such curve, though single readings can be large or run the other way; the % refers to the polarisation; also: potency is read from the fitted curve at half-maximal effect; % is scaled to controls: 0 for no effect and ±100 for the full control effect
Target sequence (Q13526 whole entry, looked up): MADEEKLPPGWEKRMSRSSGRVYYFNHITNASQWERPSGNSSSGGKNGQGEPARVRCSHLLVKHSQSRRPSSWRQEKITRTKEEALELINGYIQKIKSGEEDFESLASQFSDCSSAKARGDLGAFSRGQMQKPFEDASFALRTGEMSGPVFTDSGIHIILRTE
JMJD2A Tudor inh: inhibitors of human JMJD2A Tudor domain | O75164 | AlphaScreen JMJD2A-Tudor / H3K4me3 peptide binding | Potency, µM (top dose mostly 114 µM), inactives show at the highest dose activity change, negative = inhibition, usual class: inhibitors | 4.4% of 390,000 active; also: potency is read from the fitted curve at half-maximal effect; % is scaled to controls: 0 for no effect and ±100 for the full control effect; nearly all actives have a fitted effect of over 50% in size
PGK inhibitor: blocks T. brucei phosphoglycerate kinase; 0.043% of 380,000 active; Potency, µM (doses to about 57.5 µM), for the others: top-dose activity change, negative = inhibition, actives largely listed as inhibitors; PGK/GAPDH coupled, Kinase-Glo luminescence, 60 min; AID 602233; also: potency is read from the fitted curve at half-maximal effect; % is scaled to controls: 0 for no effect and ±100 for the full control effect; nearly all actives have a fitted effect of over 60% in size
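Luminescent ATP detection (Kinase-Glo Plus) follows a 60-minute room-temperature incubation, with wells lacking PGK as controls. Buffer: 100 mM TEA (pH 7.6), 5 mM MgCl2, 0.01% Tween-20. Coupling enzyme GAPDH (100 nM final) supplies unstable 1,3-BPG in-well.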
Starred values were filed as active, the others as inactive; & = joins results of further samples; [ ] = remark or other dose. Unless noted, calls follow the shape of the dose curve; as a rule, active = well fitted curve in the direction sought with a large enough effect; inconclusive = small, poorly fitted or top-dose-only effect, or another doubt; inactive = no such curve, though single readings can be large; an effect the other way counts as inactive or inconclusive.

For O=C(CCc1ccccc1Cl)Nc1cccc(S(=O)(=O)N2CCCC2)c1 the results were BAZ2B block -15%, HP1b chromo inh 32%, G9a block inconclusive, GLS inh -2%, POLH inh -19%, PI4K2A block -3, Pin1 inhibitor 0%, JMJD2A Tudor inh -17% and PGK inhibitor -2%.
C[C@@H]1CN([C@H](C)CO)C(=O)CCCn2nncc2CO[C@H]1CN(C)S(=O)(=O)c1cccs1 was read as GLS inh 2%, POLH inh -10%, PI4K2A block 0 and PGK inhibitor -10%.
For COc1ccccc1-c1nnc(NC(=O)C(C)SC2=NCCS2)s1 (centres undefined) the results were BAZ2B block 5%, HP1b chromo inh 44%[activator], G9a block 9%, GLS inh 4%, POLH inh -23%, PI4K2A block 0, Pin1 inhibitor 6%, JMJD2A Tudor inh -17% and PGK inhibitor -1%.
`O=C(NCCS(=O)(=O)N1CCN(c2ccccc2F)CC1)c1ccc(F)c(F)c1` gave BAZ2B block 3%, HP1b chromo inh 25%, G9a block 3%[0.501 µM], GLS inh -13%, POLH inh -15%, PI4K2A block -3, Pin1 inhibitor -2%, JMJD2A Tudor inh 1% and PGK inhibitor -5%.
`Cc1nn(-c2ccccc2)c(Cl)c1C(=O)N1CCN(C)CC1` gave BAZ2B block 1%, HP1b chromo inh 25%, G9a block -1%, GLS inh 14%, POLH inh -7%, PI4K2A block -7, Pin1 inhibitor 1%, JMJD2A Tudor inh -7% and PGK inhibitor -1%.
`CN1CCN(c2nc3c(c(=O)n(C)c(=O)n3C)n2Cc2ccccc2Cl)CC1` gave BAZ2B block -19%, HP1b chromo inh 16%, G9a block -38%, GLS inh 0%, POLH inh -9%, PI4K2A block -8, Pin1 inhibitor -6%, JMJD2A Tudor inh -22% and PGK inhibitor inactive.
`COc1cc(/C=N/NS(=O)(=O)c2ccc(Br)cc2)ccc1O` gave BAZ2B block -21%, HP1b chromo inh 21%, G9a block inconclusive, GLS inh 15%, POLH inh -6%, PI4K2A block -1, Pin1 inhibitor 4%, JMJD2A Tudor inh -18% and PGK inhibitor 10%.
`CCOC(=O)c1c(CN2CCCCC2)oc2ccc(OC)cc12` gave BAZ2B block -32%&1%, HP1b chromo inh 23%&23%, G9a block 19%[2.33 µM], GLS inh 1%&2%, POLH inh -7%&-20%, PI4K2A block 2&-3, Pin1 inhibitor 2%&-8%, JMJD2A Tudor inh inconclusive and PGK inhibitor -10%&-1%.
`COCCn1c(SC(C(=O)Nc2cc(C)ccc2OC)c2ccccc2)nnc1-c1ccc(Cl)cc1` (centres undefined) gave BAZ2B block -9%, HP1b chromo inh 24%, G9a block inconclusive, GLS inh 5%, POLH inh -7%, PI4K2A block -3, Pin1 inhibitor -2%, JMJD2A Tudor inh -8% and PGK inhibitor 3%.
NS(=O)(=O)c1ccc(C(=O)O)cc1 was read as BAZ2B block 6%, HP1b chromo inh 39%[activator], G9a block 1%, GLS inh 0%&-6%, POLH inh 0%, PI4K2A block 0&2, Pin1 inhibitor -6%, JMJD2A Tudor inh -4% and PGK inhibitor -1%.
Screening Cc1cccc(NC(=O)COc2ccc(Br)cc2C)n1 returned BAZ2B block 61%[activator], HP1b chromo inh 26%, G9a block inconclusive, GLS inh 7%, POLH inh 3%, PI4K2A block 5, Pin1 inhibitor 1%, JMJD2A Tudor inh -4% and PGK inhibitor -7%.
For Cc1ccc(NS(=O)(=O)c2ccc(C)c(C(=O)N3CCOCC3)c2)cc1 the results were BAZ2B block 19%, HP1b chromo inh 26%, G9a block 19%, GLS inh 0%, POLH inh -10%, PI4K2A block -1, Pin1 inhibitor 1%, JMJD2A Tudor inh -1% and PGK inhibitor -3%.
For CNc1nc(NC)nc(-n2c(C(F)(F)F)nc3ccccc32)n1 the results were BAZ2B block 4%, HP1b chromo inh 48%, G9a block 7%[12.7 µM], GLS inh -1%, POLH inh 2%, PI4K2A block 3, Pin1 inhibitor 2%, JMJD2A Tudor inh -13% and PGK inhibitor -6%.
O=S(=O)(NCc1ccccc1)c1cccc(S(=O)(=O)N2CCOCC2)c1 was read as BAZ2B block -4%, HP1b chromo inh 13%, G9a block -44%[59 µM], GLS inh 2%, POLH inh -13%, PI4K2A block -9, Pin1 inhibitor 1%, JMJD2A Tudor inh -32% and PGK inhibitor -11%.
Screening C=CCn1c(-c2cccnc2Cl)nc2ccccc21 returned BAZ2B block -3%, HP1b chromo inh 21%, G9a block -2%, GLS inh 0%, POLH inh -19%, PI4K2A block -2, Pin1 inhibitor -1%, JMJD2A Tudor inh -10% and PGK inhibitor -18%.
For COc1ccc(-c2c(-c3cc(OC)cc(OC)c3)n(C)c3ccc(-c4ccc(S(N)(=O)=O)cc4)cc23)cc1 the results were BAZ2B block -11%, HP1b chromo inh 12%, G9a block 6%[0.501 µM], GLS inh -4%, POLH inh 4%, PI4K2A block 4, Pin1 inhibitor 13%, JMJD2A Tudor inh inconclusive and PGK inhibitor -6%.
For COc1ccc(N2CCN(C3CCCN(Cc4ccccc4OCCO)C3)CC2)cc1 (centres undefined) the results were BAZ2B block 0%, HP1b chromo inh 31%, GLS inh 32%[activator], POLH inh -7%, PI4K2A block -1, Pin1 inhibitor 4%, JMJD2A Tudor inh -19% and PGK inhibitor -6%.
Screening CC(C)c1ccc(Nc2nnc(SCC(=O)NCC3CCCO3)s2)cc1 (centres undefined) returned HP1b chromo inh 22%, GLS inh -2%, POLH inh -12%, PI4K2A block 6, Pin1 inhibitor -3%, JMJD2A Tudor inh -17% and PGK inhibitor -13%.
`CCCOc1ccc(NC(=O)C2CC(=O)N(C)C(=Nc3cccc(OC)c3)S2)cc1` (centres undefined) gave BAZ2B block -10%, HP1b chromo inh 17%, GLS inh -3%, POLH inh -21%, PI4K2A block 21, Pin1 inhibitor 1%, JMJD2A Tudor inh -9% and PGK inhibitor -7%.
`O=C1CSC(=S)N1Cc1cccnc1` gave BAZ2B block 40µM*, HP1b chromo inh inconclusive, G9a block inconclusive, GLS inh 16%, POLH inh inconclusive, PI4K2A block 6, Pin1 inhibitor inconclusive, JMJD2A Tudor inh inconclusive and PGK inhibitor inactive.
Screening COc1ccccc1C(=O)Nc1ccc(S(=O)(=O)N2CCCC2)cc1 returned BAZ2B block inconclusive, HP1b chromo inh 37%, G9a block -23%[12.7 µM], GLS inh 3%, POLH inh -8%, PI4K2A block -1, Pin1 inhibitor 4%, JMJD2A Tudor inh -12% and PGK inhibitor -2%.
Screening CCCC(=O)c1ccc(N2CCN(C(=O)c3cccs3)CC2)c(F)c1 returned BAZ2B block 7%, HP1b chromo inh 35%, G9a block 5%, GLS inh -1%, POLH inh -3%, PI4K2A block 1, Pin1 inhibitor -8%, JMJD2A Tudor inh 9% and PGK inhibitor -3%.
`CC1CN(C(=O)C2CCCN2S(=O)(=O)c2ccc(Cl)cc2)CC(C)O1` (centres undefined) gave BAZ2B block 10%, HP1b chromo inh 7%, G9a block -6%[12.7 µM], GLS inh 2%, POLH inh -3%, PI4K2A block 8, Pin1 inhibitor 0% and JMJD2A Tudor inh -10%.
CCOC(=O)C1CCN(S(=O)(=O)c2cc(Br)cc3c2N(C(=O)CC)CC3)CC1 was read as BAZ2B block 0%, HP1b chromo inh 19%, G9a block 9%[59 µM], GLS inh 3%, POLH inh -18%, PI4K2A block 2, Pin1 inhibitor -2%, JMJD2A Tudor inh -8% and PGK inhibitor -8%.
`N[C@@H](CO)c1cn([C@@H](Cc2cc3ccccc3[nH]2)C(=O)N2CCNCC2)nn1` gave BAZ2B block 50µM*, HP1b chromo inh 27%, G9a block -6%[12.7 µM], GLS inh 8%, POLH inh -2%, PI4K2A block -1, Pin1 inhibitor -2%, JMJD2A Tudor inh 79µM* and PGK inhibitor 5%.
For O=C(Nc1ccccc1)C1CCN(S(=O)(=O)c2ccc3c(c2)OCCO3)CC1 the results were BAZ2B block 9%, HP1b chromo inh 15%, G9a block 12%[2.33 µM], GLS inh -4%, POLH inh -10%, PI4K2A block -2, Pin1 inhibitor 10%, JMJD2A Tudor inh inconclusive and PGK inhibitor -2%.
`CCCCS(=O)(=O)NC1=NCN(CCOC(=O)c2ccccc2)CN1` gave HP1b chromo inh 27%, GLS inh -8%, POLH inh 2%, PI4K2A block -9, Pin1 inhibitor 1%, JMJD2A Tudor inh -13% and PGK inhibitor -5%.
`COc1ccccc1C(c1nnnn1Cc1ccco1)N1CCN(c2cccc(C)c2C)CC1` (centres undefined) gave BAZ2B block -6%, HP1b chromo inh inconclusive, G9a block -16%[59 µM], GLS inh 22%, POLH inh -4%, PI4K2A block 1, Pin1 inhibitor 22%, JMJD2A Tudor inh -21%[57.1 µM] and PGK inhibitor 5%.
For O=C(CN1CCC(n2nnc3cc(C(F)(F)F)ccc32)CC1)NNC(=O)c1ccco1 the results were BAZ2B block -5%, HP1b chromo inh 20%, GLS inh 11%, POLH inh -10%, PI4K2A block 0, Pin1 inhibitor -1% and JMJD2A Tudor inh -19%.
CCOc1ccc(NC(=O)CN2CCN(CC(=O)Nc3ccc(C(=O)OC)cc3)CC2)cc1 was read as BAZ2B block 9%, HP1b chromo inh 26%, G9a block 32µM*, GLS inh 16%, POLH inh -24%, PI4K2A block 9, Pin1 inhibitor -1%, JMJD2A Tudor inh 0% and PGK inhibitor 4%.
`C=C1c2cccc(C(F)(F)F)c2O[C@H](C(=O)OCC)[C@H]1OC` gave HP1b chromo inh 56%[activator], GLS inh 3%, POLH inh -11%, PI4K2A block -4, Pin1 inhibitor -2%, JMJD2A Tudor inh -13% and PGK inhibitor -5%.
`O=c1oc(Nc2ccc(F)cc2)nc2ccccc12` gave BAZ2B block -27%, HP1b chromo inh 22%, G9a block 96%[activator][59 µM], GLS inh -2%, POLH inh 5%, PI4K2A block -57*, Pin1 inhibitor -4%, JMJD2A Tudor inh -11% and PGK inhibitor 0%.

An excerpt, so the mix of outcomes need not match the whole.
